# TIM10 inh: growth inhibitors of TIM10 yeast strain. actives 1.4% (n = 330,000). S. cerevisiae TIM10 strain growth, BacTiter-Glo luminescence, 24 h. AID 463195. inhibition, % at 10 µM;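 active = inhibition of 40% or more at the single tested concentration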;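 also: wild-type TIM10 isogenic control strain grown at permissive 25 °C; 0% = DMSO yeast wells and 100% = minimal medium wells without yeast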
# MPTP inh: blocks calcium-induced mitochondrial swelling; AID 602449; inhibition, % at 10 µM; isolated mouse mitochondria, Ca2+ swelling absorbance, 30 min; actives 1.4% (n = 360,000);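 active = inhibition of 50% or more, scaled per plate between neutral and stimulator controls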;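 also: 0% = DMSO wells given calcium and 100% = 1 mM EGTA wells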
# tim23-1 inh: inhibits growth of tim23-1 mutant yeast; actives 1.3% (n = 330,000); inhibition, % at 20 µM; S. cerevisiae tim23-1 growth, BacTiter-Glo luminescence, 24 h;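 active = growth inhibition of the mutant yeast at or above 50%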;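 also: temperature-sensitive mutant grown at 25 °C; plate controls were DMSO-treated mutant yeast for no effect and medium wells lacking yeast for full effect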
# APJ agonist: APJ receptor agonism | CHO-K1 APJ PathHunter beta-arrestin, luminescence; 0% DMSO wells, 100% apelin | P35414 | activation, % at 20 µM | actives 0.11% (n = 330,000);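 active = activation more than six SD over the plate average, tested at 20 µM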;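 also: 0% = DMSO alone and 100% = apelin-13 at 10 nM; some results filed as inactive read as strong as hits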
# Target sequence (P35414 whole entry, looked up): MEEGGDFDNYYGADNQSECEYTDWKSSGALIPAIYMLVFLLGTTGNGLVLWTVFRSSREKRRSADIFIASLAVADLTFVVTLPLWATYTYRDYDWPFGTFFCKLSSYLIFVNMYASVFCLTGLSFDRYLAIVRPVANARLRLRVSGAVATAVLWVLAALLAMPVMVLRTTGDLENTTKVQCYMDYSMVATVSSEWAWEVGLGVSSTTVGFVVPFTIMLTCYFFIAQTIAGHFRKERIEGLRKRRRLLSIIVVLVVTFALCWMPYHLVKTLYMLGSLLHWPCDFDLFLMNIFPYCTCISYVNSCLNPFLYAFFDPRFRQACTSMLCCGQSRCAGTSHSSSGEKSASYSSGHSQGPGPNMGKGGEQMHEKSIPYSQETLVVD
#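 Assay system: engineered CHO-K1 APJ arrestin reporter cells; Amount: 1000 CHO-K1 reporter cells seeded per well; Dosing: one dose, 20 µM compound, 1% DMSO; Times: compound stimulation 90 min at 25 °C, detection 60 min; Measured by: luminescent beta-gal fragment complementation, chemiluminescent substrate; Read-out: APJ–arrestin association signal; Controls: DMSO vs Apelin-13 10 nM.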
# beta cell repl: inducers of beta-cell replication in MIN6 cells. proliferation, % at 10 µM. MIN6 cells proliferation, ATPlite luminescence, 48 h; cells starved in 0.2% serum; 100% = growth in 10% serum. AID 2380. actives 0.29% (n = 330,000);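 active = compounds whose signal lies at least 3.5 SD above the mean of all wells on their plate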;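 also: 0% = DMSO-treated cells in low-serum medium and 100% = 10% serum control; some compounds called inactive have numbers as strong as hits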
# GRIN3A LBD mod: modulates the human NR3A ligand-binding domain | actives 2.5% (n = 340,000) | AID 1259313 | Tm shift relative to glycine control, % at 25 µM | NR3A LBD differential scanning fluorimetry, Tm shift; 0% = protein alone, 100% = glycine-bound protein;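 active = melting temperature shift of at least 10% of the positive control shift, at one fixed dose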
# NALP3 yeast inh: NALP3 inhibition in yeast. Yeast reconstituted NLRP3/ASC/caspase-1, beta-gal luminescence, 24 h. inhibition, % at 10 µM. actives 0.39% (n = 330,000);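 active = inhibition of 50% or more; inactive = inhibition below 50%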;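 also: plate controls were induced DMSO wells for no effect and uninduced yeast grown without galactose for full effect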
# APJ antag: antagonists of human APJ apelin receptor | actives 0.32% (n = 330,000) | inhibition, % at 20 µM | AID 2521 | CHO-K1 APJ beta-arrestin complementation, luminescence | P35414;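 active = inhibition above about 40% at 20 µM, limit read from the data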;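 also: cells challenged with 10 nM apelin-13 agonist together with compound; plate controls were apelin-13 plus DMSO wells for no effect and DMSO wells lacking apelin-13 for full effect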
# tim10-1 inh: tim10-1 yeast growth inhibition; S. cerevisiae tim10-1 ts strain growth, BacTiter-Glo, 24 h; actives 2.2% (n = 330,000); inhibition, % at 20 µM; AID 463190;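 active = inhibition of at least 40%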;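 also: mutant grown at 25 °C; 0% = DMSO wells with yeast and 100% = wells holding no yeast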
# Starred values were filed as active, the others as inactive; x = no result given.
no.	SMILES	tim10-1 inh	tim23-1 inh	beta cell repl	GRIN3A LBD mod	NALP3 yeast inh	MPTP inh	APJ antag	TIM10 inh	APJ agonist
1	COC(=O)Cc1cc(OC)c(OC)cc1Cc1cc(OC)c(OC)cc1CC(=O)OC	7	3	-3	0	22	-1.2	23	9	3
2	CSc1nc2c(c(=O)[nH]1)C(c1ccccc1)C1=C(CC(C)(C)CC1=O)N2 (stereo not given)	-5	-2	-2	-3	17	-1.0	0	0	-4
3	CC(C)c1[nH]c(=O)c(C#N)c2c1COC(C)(C)C2	4	0	-4	2	5	-0.9	-5	8	-4
4	O=C(NNC1=NCCC1)c1cccc(Br)c1	-3	9	9.7*	-1	11	-1.4	11	3	-4
5	Cc1cc(C)c(NC(=O)CCCN2CCN(C)CC2)c(C)c1	-19	-10	2	2	21	-3.7	22	3	0
6	COc1ccc(CCNC(=O)CC(NS(=O)(=O)c2ccc(NC(C)=O)cc2)C(C)C)cc1OC (stereo not given)	-3	-4	0	0	7	1.5	14	-9	-1
7	COCCCN(C(=O)c1cc(-c2ccco2)nc2ccccc12)c1c(N)n(Cc2ccccc2)c(=O)[nH]c1=O	-10	-5	0	-1	17	0.1	6	4	-5
8	COc1ccc2c(CC(=O)Nc3ccc(OC)c(S(=O)(=O)N4CCOCC4)c3)coc2c1	-19	-5	0	-6	-6	0.5	-8	-2	1
9	CCCCN1C(=O)CC(Nc2ccc(CC)cc2)C1=O (stereo not given)	8	11	-3	-6	3	0.3	9	6	-2
10	COc1ccc(CCC(=O)OCC(=O)Nc2sccc2C#N)cc1	26	41	0	-7	7	-2.1	3	22	-4
11	O=C(NCCc1c[nH]c2ccccc12)N[C@@H](Cc1ccccc1)C(=O)O	5	0	1	0	-9	-1.3	2	-6	-3
12	O=C(NN1C(=O)/C(=C/c2ccc(O)cc2)SC1=S)c1ccccc1O	8	14	-2	16*	27	3.2	38	-1	-6
13	CC(C)CCN1CCN(Cc2cccn2-c2cccnc2)CC1CCO (stereo not given)	-10	-2	-1	-1	-10	2.3	-2	-9	0
14	OCCNc1ncnc2c1ncn2Cc1ccccc1	3	7	1	-1	5	0.7	-11	-2	-6
15	CCOC(=O)/C(O)=C(\C#N)c1nc2ccccc2[nH]1	3	0	0	-2	15	-0.9	-11	5	-1
16	CCOC(=O)C1CCN(S(=O)(=O)c2cccc(C(=O)Nc3ccccc3)c2)CC1	20	8	-4	-14	8	0.2	-8	11	0
17	COc1ccc(CNS(=O)(=O)c2ccc(F)c(C(=O)Nc3ccc(OC)cc3)c2)cc1	7	10	2	-23	2	0.2	-10	16	-2
18	Cc1ccc(C(=O)NC(=S)Nc2ccccc2C(F)(F)F)c(C)c1	10	4	-4	0	19	3.4	-2	-10	-3
19	CCOC(=O)c1sc(S(C)(=O)=O)c2c1CC(C)(C)C/C2=N/O	10	20	1	0	13	3.7	16	22	-4
20	O=C(NN=Cc1ccc(F)c(F)c1)c1ccc(NS(=O)(=O)c2cccs2)cc1	-7	1	-3	8	-3	-0.3	-16	-1	-5

no.	SMILES	tim10-1 inh	tim23-1 inh	beta cell repl	GRIN3A LBD mod	NALP3 yeast inh	MPTP inh	APJ antag	TIM10 inh	APJ agonist
21	CCOC(=O)c1ccccc1NC(=S)N1CCN(C2CCCCC2)CC1	-12	-1	4	1	5	2.0	-11	-4	-7
22	Cc1c(C(=O)Nc2ccc(F)cc2)cn2c(nc3ccccc32)c1C#N	2	3	0	-3	-9	1.6	-6	-22	-1
23	N#Cc1c2c(c[nH]c1=O)CCN2Cc1ccccc1	-16	-2	0	0	2	-2.8	-6	-8	-2
24	CSCSC1=C(C#N)C(c2ccc(Cl)cc2)C(C(C)=O)=C(C)N1 (stereo not given)	4	24	-5	x	8	x	5	18	-1
25	COc1ccccc1NC(=O)CC(=O)c1cccc([N+](=O)[O-])c1	13	22	-6	6	16	0.7	-7	16	-6
26	COc1ccc(OC)c(NC(=O)COC(=O)c2ccc(S(=O)(=O)N3CCOCC3)cc2)c1	-1	-5	-3	1	3	-1.0	-24	6	-4
27	O=C(NCCOc1ccccc1)C1CCC(=O)N(CCN2CCOCC2)C1 (stereo not given)	-9	0	2	-2	4	0.6	2	3	-1
28	CN(c1ccc(F)cc1)S(=O)(=O)c1ccc(Cl)c(C(=O)NCC(c2ccco2)N2CCCCC2)c1 (stereo not given)	15	21	-2	0	22	-0.9	4	6	-8
29	Brc1ccccc1Cn1cnc2ccccc21	10	12	0	-2	1	2.5	-4	4	-1
30	CCOC(=O)CN1C(=O)SC(Nc2ccc(C)cc2)C1=O (stereo not given)	3	10	-1	1	20	1.5	-8	-15	-1
31	CCOC(=O)C(=Cc1ccccc1OC)C(=O)OCC	50*	39	-1	0	28	-0.3	12	49*	-2
32	COc1ccccc1C(=O)NC1CCN(C(=O)Nc2ccc(F)cc2)CC1	-10	16	-2	-2	22	-2.1	5	-8	-1
33	COc1ccc(C2CN=NC23CCc2ccccc2C3=O)cc1 (stereo not given)	1	25	-1	-1	6	0.3	-13	-4	0
34	O=S(=O)(c1ccccc1)N1CCN(c2ncnc3scc(-c4ccccc4)c23)CC1	-39	23	-3	-3	12	-0.2	-4	-2	1
35	COc1ccc(N2CCN(C(C)C(=O)N(C)Cc3ccccc3)CC2)cc1 (stereo not given)	25	23	-2	-1	31	-0.2	1	-3	-1
36	CCOC(=O)Cn1c(=O)oc2cc(S(=O)(=O)Nc3cc(Cl)ccc3OC)ccc21	23	15	-4	-11	11	-0.4	5	4	-1
37	CCN1CCN(CC#CCOc2ccccc2OC)CC1	1	-2	-1	2	-8	-0.4	-16	-6	-1
38	O=C1CCCN1CCC1CCN(C2CC(=O)N(Cc3ccc(N4CCCC4=O)cc3)C2=O)CC1 (stereo not given)	12	13	0	x	11	-0.7	10	13	-4
39	Cc1ccc(CN=c2c([N+](=O)[O-])nn(-c3cccc(C)c3)n2O)cc1	2	-4	-4	0	13	1.6	-11	-12	-3
40	Cc1cc(SC(C)C(=O)NCC(=O)Nc2ccc(F)c(F)c2F)nc2ccccc12 (stereo not given)	12	5	0	-2	1	2.8	19	10	-3

# Nothing new here: an excerpt of the list.
no.	SMILES	tim10-1 inh	tim23-1 inh	beta cell repl	GRIN3A LBD mod	NALP3 yeast inh	MPTP inh	APJ antag	TIM10 inh	APJ agonist
30	CCOC(=O)CN1C(=O)SC(Nc2ccc(C)cc2)C1=O (stereo not given)	3	10	-1	1	20	1.5	-8	-15	-1
31	CCOC(=O)C(=Cc1ccccc1OC)C(=O)OCC	50*	39	-1	0	28	-0.3	12	49*	-2
32	COc1ccccc1C(=O)NC1CCN(C(=O)Nc2ccc(F)cc2)CC1	-10	16	-2	-2	22	-2.1	5	-8	-1
33	COc1ccc(C2CN=NC23CCc2ccccc2C3=O)cc1 (stereo not given)	1	25	-1	-1	6	0.3	-13	-4	0
34	O=S(=O)(c1ccccc1)N1CCN(c2ncnc3scc(-c4ccccc4)c23)CC1	-39	23	-3	-3	12	-0.2	-4	-2	1
35	COc1ccc(N2CCN(C(C)C(=O)N(C)Cc3ccccc3)CC2)cc1 (stereo not given)	25	23	-2	-1	31	-0.2	1	-3	-1
36	CCOC(=O)Cn1c(=O)oc2cc(S(=O)(=O)Nc3cc(Cl)ccc3OC)ccc21	23	15	-4	-11	11	-0.4	5	4	-1
37	CCN1CCN(CC#CCOc2ccccc2OC)CC1	1	-2	-1	2	-8	-0.4	-16	-6	-1
38	O=C1CCCN1CCC1CCN(C2CC(=O)N(Cc3ccc(N4CCCC4=O)cc3)C2=O)CC1 (stereo not given)	12	13	0	x	11	-0.7	10	13	-4
39	Cc1ccc(CN=c2c([N+](=O)[O-])nn(-c3cccc(C)c3)n2O)cc1	2	-4	-4	0	13	1.6	-11	-12	-3
40	Cc1cc(SC(C)C(=O)NCC(=O)Nc2ccc(F)c(F)c2F)nc2ccccc12 (stereo not given)	12	5	0	-2	1	2.8	19	10	-3

# (next part)
no.	SMILES	tim10-1 inh	tim23-1 inh	beta cell repl	GRIN3A LBD mod	NALP3 yeast inh	MPTP inh	APJ antag	TIM10 inh	APJ agonist
41	CN(C)/C=C(\C=N\OCc1ccc(Cl)cc1Cl)C(=O)Nc1ccc(Cl)c(Cl)c1	37	10	-6	x	-11	15	-3	8	0
42	O=C(Cn1cccc1C(=O)c1ccccc1)NCCN1CCCCCC1	9	16	4	0	10	6.2	-6	3	-5
43	CC(=O)N1N=C(N)SC12CCCC2	29	18	-4	0	10	-1.4	-18	4	1
44	CCOC(=O)c1c(N)nn(C(C)=O)c1-c1ccccc1	8	23	-1	2	16	1.2	17	13	-4
45	COc1ccc(NC(=O)CN(C)C(=O)CCC(=O)c2ccc(C)cc2)cc1	14	4	1	-2	24	-0.2	0	-1	-6
46	CC1CN(C2=NC(=O)/C(=C/c3ccncc3)S2)CC(C)O1 (stereo not given)	15	16	-2	0	-11	0.7	5	18	-1
47	Cc1cc(=O)oc2c(CN(C)Cc3ccccc3)c(O)ccc12	9	1	0	3	17	-0.5	-11	-5	0
48	Cc1ccc2nc(N/N=C\c3ccc([N+](=O)[O-])o3)nc(-c3ccccc3)c2c1	23	67*	-4	-8	57*	5.6	4	1	-4
49	COc1ccc(-n2nc([N+](=O)[O-])c(=NC3CCN(Cc4ccccc4)CC3)n2O)cc1	10	0	-5	-1	20	0.2	-48	-5	4
50	C[n+]1ccc(/C=C/c2ccccc2O)c2ccccc21	11	-12	-1	-1	16	-0.1	-6	5	-3
51	O=C(NCCO)/C(=C/c1ccc(Br)cc1)NC(=O)c1cccs1	9	7	2	-1	13	-2.6	2	14	-3
52	Nc1nc2cc(S(=O)(=O)NC3=NCCCCC3)ccc2s1	13	19	-1	-1	-13	0.1	-10	2	-1
53	CC(=NNC(=O)c1cccs1)c1ccc2c(c1)OCCO2	-30	35	-2	-2	3	0.2	-2	19	0
54	O=C1/C(=C/c2ccc3c(c2)OCO3)Oc2cc(OCC(=O)N3CC(O)C[C@H]3C(=O)O)ccc21 (stereo not given in full)	10	12	-3	0	7	1.0	5	-3	-3
55	Nc1nnc(SCC(=O)Nc2cccc(S(N)(=O)=O)c2)s1	12	8	-2	-2	6	-0.7	9	-11	-4
56	Cc1nc2ccccn2c1C(=O)NN=C1CCCC1	7	4	0	-1	-7	0.8	-30	9	0
57	COc1ccc(S(=O)(=O)N2CCCCC2)cc1NC(=O)c1ccc2ccccc2n1	-4	7	2	-4	7	2.1	1	3	0
58	COc1ccc(NC(=O)c2c(-c3c(Cl)cccc3Cl)noc2C)cn1	18	31	2	0	5	0.3	0	15	-2
59	COC(=O)c1sc2nc3c(cc2c1N)C(=O)CC(C)(C)C3	-2	-5	0	-1	14	1.0	3	0	-4
60	O=C(/C=C/c1ccc2c(c1)OCO2)Nc1nc(-c2ccc(F)cc2F)cs1	22	4	-1	x	19	x	-1	-18	7
61	Cc1nn(-c2ccccc2)c2c1cc1c(=O)n(C)c(=O)nc-1n2-c1ccccc1F	-2	0	-1	-1	-1	0.9	19	14	-4
62	COC(=O)c1cccc([N+](=O)[O-])c1CS(=O)(=O)c1ccc(C)cc1	24	19	0	-1	6	-4.0	22	28	-1
63	CCn1c(SCc2ccccc2)nnc1-c1ccc(S(=O)(=O)N2CCCCC2)cc1	38	50	1	-2	0	8.0	10	19	8

# Assay outcomes as filed in PubChem.
